Source: PubChem (The Scripps Research Institute Molecular Screening Center)
OXTR potentiator: human OXTR potentiators, primary screen, fluorescence, CHO-OTR cells, Fluo-8 calcium | Oxytocin receptor (Homo sapiens), P30559 | Fluo-8 calcium fluorescence, potentiator mode; 0% = oxytocin EC15, 100% = EC100 | activation, % at 3 µM | 0.061% of 320,000 active | AID 2445, 2010;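 active means activation above that plate's cutoff, the mean activation of tested compounds plus 3 SD, cut at about 6.6% in these data, passing the limit was not always enough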;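 further: 100% uses oxytocin at 75 nM as the full agonist control; some results filed as inactive read as strong as hits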
Target sequence (P30559 whole entry, looked up): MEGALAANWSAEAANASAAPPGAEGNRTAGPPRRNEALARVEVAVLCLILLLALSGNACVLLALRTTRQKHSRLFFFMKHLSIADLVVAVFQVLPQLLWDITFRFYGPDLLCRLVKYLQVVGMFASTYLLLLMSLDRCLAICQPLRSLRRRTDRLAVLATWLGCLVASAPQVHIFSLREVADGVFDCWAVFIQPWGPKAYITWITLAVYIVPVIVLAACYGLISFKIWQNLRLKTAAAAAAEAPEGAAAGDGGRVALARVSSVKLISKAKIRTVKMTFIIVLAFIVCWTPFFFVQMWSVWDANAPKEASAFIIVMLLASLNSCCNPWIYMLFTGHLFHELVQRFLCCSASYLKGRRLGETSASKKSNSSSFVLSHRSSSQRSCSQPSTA
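assay system = CHO-OTR cells, human receptor | schedule = compound 6 min at room temperature before oxytocin, 100 s read | detection = Fluo-8 intracellular calcium fluorescence, ex 470-495, em 515-575 nm | evaluation = normalized max/min fluorescence ratio, % activation | control set = EC15 oxytocin alone as 0%, 75 nM oxytocin (EC100) as 100%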
M1 ag parental: counter-screen for M1 agonists: effect in parental CHO-K1 cells. Fluo-8 calcium fluorescence; scaled to maximal ATP response, vehicle zero. 0.48% of 360,000 active. activation, % at 3 µM. AID 602248, 2012; in the data active means activation above about 15%;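 further: untransfected CHO-K1 host cells lacking M1 receptor as counterscreen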
CHO parental Ca: ATP-evoked calcium signal inhibitors, parental CHO, primary screen, counter-screen for OX1R antagonist project, cell-based, fluorescence, Fluo-8 calcium dye; 0.63% of 330,000 active; parental CHO-K1, ATP-induced calcium, Fluo-8 fluorescence; inhibition, % at 5.6 µM;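 active means inhibition above that plate's mean sample inhibition plus 3 SD, cut at about 26% in these data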;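 further: 0% = ATP-challenged DMSO wells and 100% = DMSO wells without ATP; some compounds past the cut are filed as inactive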
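test system = CHO parental line | reagent = ATP stimulus | measured by = intracellular calcium via Fluo-8 no-wash fluorescent dye | control set = ATP and no-ATP DMSO wells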
V1R ag counter: agonists of human V1a receptor, primary screen, counter-screen for OXTR agonist project, fluorescence, CHO-V1R cells | Vasopressin V1a receptor (Homo sapiens), P37288 | Fluo-8 calcium fluorescence, agonist mode; 0% DMSO, 100% 3 nM vasopressin | activation, % at 3 µM | 0.25% of 320,000 active;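 active means activation above the mean activation of all tested compounds plus 3 SD, per screening run, cut at about 20% in these data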;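 further: signal is peak over basal fluorescence ratio across a 100 second FLIPR read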
Target sequence (P37288 whole entry, looked up): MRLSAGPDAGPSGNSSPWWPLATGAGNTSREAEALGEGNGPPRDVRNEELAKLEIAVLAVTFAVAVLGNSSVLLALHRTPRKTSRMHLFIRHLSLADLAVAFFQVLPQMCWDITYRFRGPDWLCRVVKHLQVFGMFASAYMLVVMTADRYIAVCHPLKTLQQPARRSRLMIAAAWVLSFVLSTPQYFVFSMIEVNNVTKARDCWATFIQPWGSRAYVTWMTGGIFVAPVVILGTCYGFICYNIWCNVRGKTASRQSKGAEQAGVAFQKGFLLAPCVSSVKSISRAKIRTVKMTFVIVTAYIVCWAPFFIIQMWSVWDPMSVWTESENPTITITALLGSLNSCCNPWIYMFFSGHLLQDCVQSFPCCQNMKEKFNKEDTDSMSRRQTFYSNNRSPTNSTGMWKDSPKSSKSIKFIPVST
TAAR1 antagonist: human TAAR1 antagonists, primary screen, Fluo-8 calcium fluorescence, CHO RD-HGA16 cells | Trace amine-associated receptor 1 (Homo sapiens), Q96RJ0 | antagonist | inhibition, % at 3 µM | 1.5% of 360,000 active;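 active means inhibition above a per-plate cutoff, the mean inhibition of test compounds on that plate plus 3 SD, cut at about 49% in these data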;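 further: 0% = DMSO plus EC80 beta-PEA response and 100% = DMSO alone without agonist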
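Test system: CHO RD-HGA16 cells bearing hTAAR1 | Reagent: β-PEA, EC80 | Compound dosing: 3 µM, single point | Schedule: Dye loading 75 min at 37 °C, then 30 min room temperature | Signal: Calcium fluorescence with Fluo-8 | Evaluation: Percent inhibition of PEA-evoked calcium signal, max/basal emission ratio | Control set: DMSO-only wells and EC80 β-PEA-stimulated wells | Repeats: Singlicate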
CHO-K1 Ca antag: M1 antagonist counterscreen hit in parental CHO-K1 cells | AID 602250 | ATP-induced calcium, Fluo-8 fluorescence | inhibition, % at 3 µM | 0.6% of 360,000 active;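 active means inhibition above a per-plate cutoff, the plate's mean sample inhibition plus 3 SD, cut at about 24% in these data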;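 further: 0% = DMSO plus EC80 ATP and 100% = DMSO alone without ATP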
TAAR1 agonist: human TAAR1 agonists, primary screen, Fluo-8 calcium fluorescence, CHO RD-HGA16 cells; activation, % at 3 µM; vehicle wells 0%, saturating PEA agonist 100%; Trace amine-associated receptor 1 (Homo sapiens), Q96RJ0; 0.99% of 360,000 active;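 active means activation above the mean activation of all test compounds in the run plus 3 SD, cut at about 38% in these data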
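System: CHO-derived RD-HGA16 cells with stable Gα16 and human TAAR1. Times: 17-24 h plating, Fluo-8 75 min 37 °C, 30 min RT. Measured by: calcium-sensitive Fluo-8 signal, excitation 470-495, emission 515-575 nm. Read-out basis: % activation relative to PEA EC100 response. Control set: DMSO and PEA EC100. Repeats: no replicates (n 1).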
M1 ag: human M1 muscarinic receptor agonists, primary screen, Fluo-8 calcium fluorescence, CHO-K1 cells, HTS | CHO-K1 hM1, agonist mode; 0% DMSO, 100% acetylcholine EC100 | activation, % at 3 µM | 0.33% of 360,000 active | AID 588814, 2011;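 active means activation above the run's mean compound activation plus 3 SD, cut at about 16% in these data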;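 further: peak over basal fluorescence ratio within a 140 s kinetic read after compound addition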
CHO-K1 Ca PAM: nonselective calcium activators in parental CHO-K1 cells, primary screen, counter-screen for M1 PAM project, cell-based, Fluo-8 calcium fluorescence, full deck, 1536-well | ATP EC20; 0% at ATP EC20, 100% at ATP max | activation, % at 3 µM | 0.02% of 360,000 active | AID 602247, 2012;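 active means activation above the run cutoff, the mean activation of all test compounds plus 3 SD, cut at about 40% in these data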;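 further: peak over basal fluorescence ratio in a 140 s read after ATP addition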
Numbers without * were called inactive; / = no result given. Compounds as they come. About 3.3% of those tested had a hit in this group.

no.	SMILES	CHO parental Ca	CHO-K1 Ca antag	M1 ag	OXTR potentiator	TAAR1 antagonist	M1 ag parental	TAAR1 agonist	CHO-K1 Ca PAM	V1R ag counter
1	COCCCNC(=S)Nc1c(C)cc(C)cc1C	-5	5	-4	-4	-35	2.8	1	-15	-0.6
2	COC(=O)c1cn(C(=O)c2cccc(C)c2)c2ccccc12	-5	-13	-3	-2	-3	1.0	2	13	-0.6
3	CCC(C(=O)OCC(=O)Nc1cc(OC)ccc1OC)c1ccccc1 (centres undefined)	-4	1	4	-13	5	-0.3	14	-10	-1.4
4	OC1CCN(C(=S)Nc2ccc(Oc3ccccc3)cc2)CC1	7	22	-10	-8	24	0.3	4	-9	2.4
5	Cc1ccc(N2CC(C(=O)N3CCOCC3)CC2=O)cc1C (centres undefined)	-11	-13	-8	-2	-15	0.3	2	8	0.3
6	CC(C)C[C@@H](CSc1ccccc1)N1CCN(CC(C)C)CCC1=O	-23	-1	-13	6	10	2.7	6	-5	-0.6
7	CC(=O)N1CCOc2ccc(S(=O)(=O)NCc3ccc(Cl)cc3)cc21	-18	8	4	-7	4	3.0	2	4	3.2
8	COc1ccc(Cl)c2sc(NC(=O)C3=COCCO3)nc12	-15	-5	-1	-15	-17	0.3	10	-10	2.3
9	O=C(N/N=C/c1ccncc1)c1ccc2c(c1)OCO2	-9	7	-4	1	-13	4.0	14	4	0.7
10	Cc1c(NC(=O)C2CCCN2S(=O)(=O)c2cccc3nsnc23)cccc1C(=O)O (centres undefined)	-10	-4	2	-6	12	0.0	0	18	-0.1
11	CC(C)(O)C#Cc1ccc(CNC[C@H]2O[C@@H](n3cnc4c(=O)[nH]c(N)nc43)[C@H](O)[C@@H]2O)s1	/	8	-3	/	-14	0.2	1	6	/
12	COc1cc([N+](=O)[O-])ccc1NC(=O)COC(=O)CCS(=O)(=O)c1ccc(C)cc1	13	-17	-3	-2	-13	2.3	0	16	0.4
13	Cc1ccc(S(=O)(=O)n2cnc3cc([N+](=O)[O-])ccc32)c(C)c1	-5	-9	-5	-5	6	3.2	1	15	0.8
14	Cc1ccc(NC(=S)NNC(=O)CSc2nnc(-c3ccc(Cl)cc3)n2C2CCCCC2)cc1	-22	-10	-12	-9	3	-0.1	3	21	-1.0
15	COc1cc2cc(C(c3nnnn3Cc3ccc(F)cc3)N3CCCCCC3)c(=O)[nH]c2cc1OC (centres undefined)	-9	-10	-9	-5	/	0.0	/	5	-1.5
16	CCN1C(=O)C(=Cc2cccc(OC)c2Oc2ccc([N+](=O)[O-])cc2[N+](=O)[O-])SC1=S	-19	-17	-4	0	-9	0.5	4	-6	-0.9
17	Cn1c(SCC(=O)N2CCc3ccccc3C2)nnc1-c1cccs1	-15	-5	-5	1	-22	0.4	8	5	-1.5
18	O=c1c2ccccc2nc(-c2ccc(Cl)cc2Cl)n1O	-11	2	3	0	-7	0.0	6	-11	1.9
19	O=C(O)c1ccc(N2C(=O)CC(SC(=NCc3ccc4c(c3)OCO4)Nc3ccc(F)cc3)C2=O)cc1 (centres undefined)	6	-1	-7	4	17	-0.6	13	20	1.6
20	O=C1C(Nc2ccc(O)cc2)=C/C(=N/S(=O)(=O)c2cccs2)c2ccccc21	/	-15	-5	/	46	1.5	4	5	/
21	Cc1sc2ncnc(N3CCC(C(=O)N(C)CC(=O)Nc4cccc(F)c4)CC3)c2c1C	/	2	0	/	68*	7.9	18	3	/
22	CCCC(c1nnnn1Cc1ccccc1)N1CCN(c2ccccc2OC)CC1 (centres undefined)	-8	-2	-1	-15	20	1.0	20	-6	-0.8
23	COc1cc(C(=O)OCC(=O)Nc2cc(S(=O)(=O)N3CCOCC3)ccc2C)ccc1OCC(C)C	-14	-11	-3	-2	20	2.1	1	0	-0.2
24	COc1cc(NC(=O)COC(=O)CO/N=C(\C)c2ccc3c(c2)OCO3)cc(OC)c1	-23	8	0	-10	13	1.1	6	5	2.0
25	CC(c1ccccc1)N1CCn2c(nc3cc(NS(C)(=O)=O)ccc32)C1 (centres undefined)	-13	0	-15	-5	10	0.1	6	6	0.9
26	CC(Sc1ccccc1)C(=O)NN=C1CCCC1 (centres undefined)	-18	-6	-3	0	5	0.3	0	3	-0.8
27	O=C(Oc1cccc([N+](=O)[O-])c1)C1CCN(C(=O)c2ccc(F)cc2)CC1	0	-3	-3	-8	-6	4.3	1	6	4.0
28	CCN(c1ccccc1)S(=O)(=O)c1ccc(Cl)c(NC(=O)c2ccc(=O)[nH]n2)c1	-10	10	5	-4	17	-0.1	2	-24	0.2
29	OC1CCC(Nc2ncnc3sccc23)CC1 (centres undefined)	2	-17	0	-2	3	0.6	-2	9	0.3
30	Cc1onc(C(=O)N2CCN(c3ccccc3F)CC2)c1-c1ccccc1Cl	-26	-8	-2	-6	-3	0.8	5	-6	2.0
31	COc1ccc2nc(NC(=O)C3CCN(S(=O)(=O)c4cccc5nsnc45)CC3)sc2c1	5	-9	3	-8	61*	5.3	22	14	8.3
32	Cc1ccccc1S(=O)(=O)NC(=O)C1(C)CCN1C(=O)Cc1ccc(Cl)cc1Cl (centres undefined)	/	2	-5	/	-13	-0.1	2	10	/
33	COc1ccc(C(=O)Nc2c(O)ccc3ccccc23)cc1	-35	3	-3	0	20	0.8	0	4	0.4
34	Cn1c(SCC(=O)Nc2ccccc2F)nnc1-c1cccs1	-9	-12	-6	-4	-24	0.8	3	-9	2.3
35	CCOC(=O)c1c(C)nc(C)c(C(=O)OCC)c1-c1cccc([N+](=O)[O-])c1	/	-2	-5	/	6	-0.2	1	4	/
36	Cc1ccc(Cl)cc1N1CCN(C(=O)c2ccc(NS(=O)(=O)c3c(C)noc3C)cc2)CC1	44*	-6	0	-20	27	3.2	1	13	6.7
37	CC(=O)C1=C(O)C(=O)N(c2ccc(O)cc2)C1c1ccc(Cl)cc1 (centres undefined)	-5	13	-3	-5	5	-0.2	0	-15	0.8
38	CCOc1ccc(-n2ccc(=O)c(C(=O)Nc3ccc(S(=O)(=O)N4CCOCC4)cc3)n2)cc1	-1	-10	-2	-9	8	4.4	1	10	-0.2
39	CCN(CCO)C1CC(=O)N(c2ccccc2C)C1=O (centres undefined)	-4	-2	-2	3	/	0.6	/	12	-0.3
40	COc1cccc(CN(C)C(=O)Cc2c[nH]c3ccccc23)c1OC	-5	-13	7	-11	8	5.6	-2	-3	2.7
41	COCCNc1nc(NCCOc2ccccc2)c2sc(-c3ccccc3)cc2n1	/	-5	-8	/	21	1.6	1	13	/
42	O=C(CC(c1ccccc1)c1ccccc1)Nc1nn[nH]n1	-13	-12	-3	-3	-25	0.1	2	-7	0.4
43	COc1cc(NC(=O)C2CCCN2C(=O)OCc2ccccc2)cc(OC)c1 (centres undefined)	-13	0	-4	-10	0	0.2	9	7	-1.6
44	O=C(Nc1nnc(S(=O)(=O)N2CCCCCC2)s1)c1ccccc1Br	0	4	-1	-6	5	1.9	3	5	3.7
45	COC(=O)c1ccc(Oc2nc(SC)nc(N(C)C)n2)cc1	0	-6	-3	0	2	0.9	4	9	-0.7
46	CC(C)C[C@H](NC(=O)N1CCn2c1nc1ccccc12)C(=O)NC1CCCCC1	-18	-22	-3	3	-37	0.0	4	-7	-1.0
47	CCc1nc(SCC(=O)Nc2ccc(Br)cn2)n[nH]1	-7	-4	3	-6	-6	1.2	1	6	-0.6
48	CCOC(=O)c1c(N)sc(C(N)=O)c1C	-7	7	1	-6	-12	-0.2	9	-4	0.5
49	O=C(CSc1nc2cc(Cl)ccc2o1)c1cccs1	-21	2	-4	-9	18	0.0	1	11	1.4
50	Nc1c(Cl)cc(Cl)cc1C(=O)OCC(=O)N1CCOCC1	-7	6	-1	1	-3	-0.2	7	-15	0.5
51	COc1cccc(N(C(=O)c2snc(C(N)=O)c2N)C(C(=O)NCC2CCCO2)c2ccc(C)o2)c1 (centres undefined)	-19	-14	0	-3	-5	4.3	8	10	0.3
52	COc1ccc(NC(=O)CSc2nnc(-c3cc(C)[nH]n3)n2N)cc1	-4	3	-2	1	-13	-0.3	12	-6	0.1
53	COc1ccc(C2CC(c3ccccc3)=NN2C(=O)COC(=O)c2cnc(Cl)c(Cl)c2)cc1 (centres undefined)	-15	-1	-3	-5	-3	0.3	0	10	0.3
54	Cc1nn(-c2ccccc2)c(Cl)c1C(=O)NCCN(C)C	-4	-17	-2	-4	3	1.4	5	14	0.3
55	COc1ccc(NC(=O)CSc2nc3ccccc3cc2Cc2ccccc2)cc1	-19	-13	-2	-1	20	0.0	6	7	0.2
56	N#Cc1cc2c(nc1SCc1ccccc1)CCCC2=O	-26	-13	-8	-1	15	0.3	8	15	-0.6
57	C/C(=N\NC(=O)C1COc2ccccc2O1)c1ccc(N2CCOCC2)cc1 (centres undefined)	2	8	-4	-16	-9	0.4	2	7	0.7
58	Cc1nc(Cl)sc1C(=O)Nc1ccc(C(C)(C)C)cc1	-25	-5	-8	-6	27	0.9	-2	9	-0.2
59	COc1cc(SC)ccc1C(=O)NCCCOC(C)C	0	-13	-1	11*	4	0.0	8	12	0.5
60	COc1cc(/C=N/NC(=O)CNC(=O)/C=C/c2ccco2)cc(OC)c1OC	-3	-8	0	-7	1	-0.2	1	19	0.9
61	C#CC[N+](C)(C)CC#Cc1ccc(Cl)cc1	-3	3	-11	-9	-6	0.1	1	10	1.2
62	O=C(N/N=C/c1ccccc1C(F)(F)F)c1ccc2nc[nH]c2c1	-6	-7	0	0	12	4.9	1	16	0.5
63	CCc1nc(Nc2ccc(O)cc2)c2oc3ccccc3c2n1	-5	4	-9	2	16	3.4	-1	-6	-0.4
